# Compound activity: PubChem BioAssay, National Center for Advancing Translational Sciences (NCATS)
# 15-hLO-2 inh: qHTS Assay for Inhibitors of 15-hLO-2 (15-human lipoxygenase 2). AID 881, 2007. Polyunsaturated fatty acid lipoxygenase ALOX15B (Homo sapiens), O15296. purified 15hLO-2, xylenol orange hydroperoxide absorbance. 0.56% of 110,000 active. Potency, µM (top dose mostly 57.1 µM), for the others: at the top dose activity change, negative = inhibition, most hits filed as inhibitors; further: potency means the concentration at half of the fitted maximal effect; nearly all actives have a fitted effect of over 60% in size; many of its hits are not listed in these tables
#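 Read-out: hydroperoxide product oxidises ferrous iron, measured as xylenol orange complex via the 573-to-405 nm absorbance ratio after 30 min. Reaction: 50 nM enzyme, 15 min compound preincubation, 45 uM arachidonic acid, 90 min RT, Hepes pH 7.5 with Triton X-100.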
# 12-hLO inh: qHTS Assay for Inhibitors of 12-hLO (12-human lipoxygenase); Polyunsaturated fatty acid lipoxygenase ALOX12 (Homo sapiens), P18054; purified 12-hLO, xylenol orange hydroperoxide absorbance; Potency, µM (top dose mostly 57.1 µM), without a hit: at the highest dose activity change, negative = inhibition, actives largely listed as inhibitors; 0.12% of 150,000 active; further: potency means the concentration at half of the fitted maximal effect; nearly all actives have a fitted effect of over 55% in size; many of its hits are not listed in these tables
# Target sequence (P18054 whole entry, looked up): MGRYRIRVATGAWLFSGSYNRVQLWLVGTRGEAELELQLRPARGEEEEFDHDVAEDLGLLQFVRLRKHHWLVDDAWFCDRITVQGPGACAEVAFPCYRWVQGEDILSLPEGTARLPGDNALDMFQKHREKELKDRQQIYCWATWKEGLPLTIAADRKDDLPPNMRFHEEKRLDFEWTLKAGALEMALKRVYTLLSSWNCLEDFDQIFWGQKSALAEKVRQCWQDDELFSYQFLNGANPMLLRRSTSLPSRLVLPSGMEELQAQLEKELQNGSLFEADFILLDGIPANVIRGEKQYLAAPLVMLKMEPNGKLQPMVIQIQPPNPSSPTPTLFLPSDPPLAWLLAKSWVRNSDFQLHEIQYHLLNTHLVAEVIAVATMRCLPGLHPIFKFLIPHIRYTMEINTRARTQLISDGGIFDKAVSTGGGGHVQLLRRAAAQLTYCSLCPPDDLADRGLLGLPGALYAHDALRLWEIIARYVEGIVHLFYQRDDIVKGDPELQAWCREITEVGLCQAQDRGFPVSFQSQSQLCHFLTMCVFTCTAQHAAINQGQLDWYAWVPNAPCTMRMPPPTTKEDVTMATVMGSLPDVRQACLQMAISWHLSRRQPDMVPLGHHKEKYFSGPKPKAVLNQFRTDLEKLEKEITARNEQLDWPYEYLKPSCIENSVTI
#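 Lipoxygenase turnover measured by absorbance at 573 and 405 nm after Fe-XO development. Human 12hLO 150 nM, arachidonate 40 uM, pH 7.0 Hepes buffer with detergent; 15 min compound preincubation, 30 min reaction.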
# IMPase cell inh: qHTS Assay for Identifying the Cell-Membrane Permeable IMPase Inhibitors | 120,000 tested, under 10 active | CHO-M1 cells, IP1 accumulation, HTRF TR-FRET ratio | inhibition (IP1 accumulation), % at 46.1 µM | Inositol monophosphatase 1 (Rattus norvegicus), P97697; active means well fitted curve in the direction sought with a large enough effect in the signal ratio, not every such curve was filed as active; inconclusive means small, poorly fitted or top-dose-only effect, or a change in a side signal; inactive means no such curve, though single readings can be large or run the other way; the % refers to the signal ratio;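 further: cells stimulated with carbachol in lithium chloride buffer; plate controls were DMSO basal wells for no effect and reference inhibitor wells for full effect; higher means more IMPase inhibition seen as more IP1 and lower FRET ratio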
# Target sequence (P97697 whole entry, looked up): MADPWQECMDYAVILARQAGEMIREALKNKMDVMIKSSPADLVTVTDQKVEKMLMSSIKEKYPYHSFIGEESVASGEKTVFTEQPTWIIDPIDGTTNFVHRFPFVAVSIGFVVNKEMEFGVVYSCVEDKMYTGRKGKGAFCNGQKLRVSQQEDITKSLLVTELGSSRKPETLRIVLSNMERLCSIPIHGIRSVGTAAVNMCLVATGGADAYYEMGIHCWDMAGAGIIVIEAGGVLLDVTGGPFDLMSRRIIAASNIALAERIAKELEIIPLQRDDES
#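 Carbachol-driven Gq signalling in CHO-M1 cells (2000/well) generates IP1. Compounds that block IMPase raise IP1 and so reduce the FRET signal from Eu-anti-IP1 and d2-IP1 after a 10 min room-temperature lysis.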
# PNC inhibitor: High Content Assay for Compounds that inhibit the Assembly of the Perinucleolar Compartment | PC3M PTB-GFP, PNC prevalence imaging, 16 h; hits give low values | activity change (PNC), negative = inhibition, % at 10 µM | 3.1% of 140,000 active | AID 2417, 2010;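 active means readout at or below -70, meaning at least 70% loss of cells showing the perinucleolar compartment, a nuclear body marking cancer cells; inconclusive means readout between -30 and a set limit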;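 further: plate controls were DMSO wells for no effect and camptothecin positive control wells for full effect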
#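 Compounds are pinned in duplicate onto adhered PC3M cells stably expressing GFP-tagged PTB and incubated 16 h at 37 C. Cells are then fixed, nuclei stained with Hoechst, and PNC-positive cells counted.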
# Numbers without * were called inactive; ? = inconclusive; nt = no result given; & = joins results of further samples; [ ] = remark or other dose. Unless noted, the call rests on the fitted dose curve; in most records, active means well fitted curve in the direction sought with a large enough effect; inconclusive means small, poorly fitted or top-dose-only effect, or another doubt; inactive means no such curve, though single readings can be large; an effect the other way counts as inactive or inconclusive. Unless noted, on the % scale 0 is the no-effect control and ±100 the full control effect. Some of the compounds tested (hit frequency here may not be typical).
entry	15-hLO-2 inh	12-hLO inh	IMPase cell inh	PNC inhibitor	Compound
1	2%	4%	3	38	CCC1Oc2ccccc2N(CC(=O)NCCN2C(C)CCCC2C)C1=O (centres undefined)
2	6%	2%	0	4	CCN1CCCC1CNC(=O)C(=O)Nc1ccc(OC)cc1 (centres undefined)
3	nt	5%	nt	-10	COCCNC(=S)N1CCc2cc(OC)c(OC)cc2C1COc1cc(C)cc(C)c1 (centres undefined)
4	nt	-1%	nt	59	Cc1cc(C)c(C(=O)/C=C/c2cccc3ccccc23)c(=O)[nH]1
5	0%	1%	-2	-20	Cn1c(SCC(=O)NCCNC(=O)CSc2nnc(C(F)(F)F)n2C)nnc1C(F)(F)F
6	0%	0%&5%	-4	?	COc1ccc(CCc2nc(C)ccc2O)cc1
7	4%	0%	-5	-2	Cc1ccc(-c2cc(C(=O)O)n[nH]2)o1
8	nt	1%	nt	-25	Oc1cccc(/C=N/Nc2ncnc3c2ncn3Cc2ccccc2)c1
9	nt	1%	nt	33	Cc1cccc(C(=O)c2cccc(C)c2)c1
10	-4%	1%	-4	-20	CCC(C)c1ccc(NC(=O)CSc2nncn2N)cc1 (centres undefined)
11	-3%	-1%	-3	-7	Cc1ccc(-n2nnc3c(=O)n(CC(=O)c4ccccc4)cnc32)cc1
12	12%	?	-20	-27	O=C1CC(NCc2ccncc2)C(=O)N1c1ccc(Cl)cc1 (centres undefined)
13	nt	-1%	nt	21	CC(C)Sc1cc(N2CCOCC2)nc(-c2ccccc2)n1
14	-4%	1%	10	-9	CCC(=O)N1CCN(CCN=CC2=C(O)CC(c3cccs3)CC2=O)CC1 (centres undefined)
15	19%	-6%	22	7	Cc1ccccc1C(OCC(O)CN1CCCCC1CCO)c1ccccc1 (centres undefined)
16	nt	-6%	9	19	COc1ccc(C(=O)O/N=C(\N)Cc2ccc(Cl)c(Cl)c2)cc1OC
17	nt	2%	nt	24	Cc1cc(C)cc(CSCC(=O)NN=C2CCCCCC2)c1
18	-12%	?	-11	-6	CC(=O)Oc1cc2oc(=O)cc(C)c2cc1OC(C)=O
19	nt	1%	-10	33	CC(=O)Nc1nnc(-c2ccccn2)o1
20	-4%	0%	3	1	Cn1c(Cn2nnc3ccccc32)nnc1SCC(=O)NCc1ccc2c(c1)OCO2
21	-18%	-6%	8	?	CCOC(=O)CSc1nnc2n(Cc3ccccc3)c(=O)c3c4c(sc3n12)CCC4
22	5%[2.29 µM]	1%	-3	-11	CCOCCCNC(=O)C1CC(=O)N(C2CCCC2)C1 (centres undefined)
23	-2%	-9%	-9	12	Cn1cnnc1SCC(=O)N(Cc1ccc2c(c1)OCO2)C1(C(=O)NC2CCCCC2)CCCC1
24	nt	-2%	-2	30	CCN(CC)S(=O)(=O)c1ccc(N2CCOCC2)c(NC(=O)c2cc(C)cc(C)c2)c1
25	-8%	-15%	12	20	O=[N+]([O-])c1cc(/C=N/O)ccc1Sc1ccccc1
26	3%	-13%&-1%	nt	37	COc1ccc(CNC(=O)[C@H](C)[C@@H]2C[C@@]2(C)[C@@H](NC(=O)OCc2ccccc2)c2ccccc2)cc1OC
27	1%	-6%	9	?	O=S(=O)(Nc1ccc(Cc2ccncc2)cc1)N1CCCC1
28	nt	2%	nt	-14	CC1(C)CC(=O)C(=C2SCCCS2)C(=O)C1
29	-5%	4%	-1	-3	COC(=O)C1CC(=O)N(CCc2c[nH]c3ccccc23)C1 (centres undefined)
30	-6%	-6%	7	-30	CCCNC(=O)C(NS(=O)(=O)c1ccc2c(c1)c(=O)n(C)c(=O)n2C)c1ccccc1 (centres undefined)
31	nt	-5%	nt	8	COc1cc(/C=N/NC(=O)c2cccnc2)ccc1OCC(=O)Nc1c(C)cc(C)cc1C
32	nt	5%	nt	-24	COc1cc2cc(CN(Cc3cccs3)C(=S)Nc3ccc(C)cc3)c(=O)[nH]c2cc1OC
33	-7%	1%	-3	?	COC(=O)C1=C(C)OC(N)=C(C#N)C1c1ccc(OC)c(OC)c1OC (centres undefined)
34	12%	-3%	4	27	CC(c1cccnc1)N(CCN(C)C)C(=O)Nc1ccc(Cl)cc1 (centres undefined)
35	nt	0%	nt	?	CCC(C)C(NC(=O)c1ccccc1NC(=O)c1ccco1)C(=O)NNC(=O)c1ccc(OC)cc1 (centres undefined)
36	28%	4%	-11	-17	COc1ccc(-n2nnnc2SCC(=O)Nc2nc3c(s2)CCCC3)cc1
37	8%	-8%	-1	59	Nc1ncc(Br)cc1S(=O)(=O)NCCC(=O)Nc1cccc(Cl)c1
38	-2%	-1%	-10	24	O=C(NC1CCCCC1)c1cc2nc(-c3ccco3)cc(C(F)(F)F)n2n1
39	-8%	4%	-14	56	O=C(Nc1ccccc1C(=O)O)c1ccc(NC(=O)c2ccc(Br)o2)cc1
40	8%	3%	-3	85	O=C(Cn1cnc2ccccc21)N/N=C/c1ccccn1
41	nt	-3%	nt	?	NC(=O)c1cccnc1Sc1ccc(Cl)cc1
42	-16%	-4%	8	87	Cc1ccc(S(=O)(=O)N(CC(=O)NCCC2=CCCCC2)Cc2ccccc2)cc1
43	nt	1%	-4	4	O=C1O/C(=C\c2ccccc2)c2ccccc21
44	-2%	-20%	0	-102*	O=C(Nc1ccccc1N1CCN(C(=O)c2ccc(Cl)cc2)CC1)c1ccc2c(c1)OCO2
45	4%	6%	4	-86*	Cn1nc(-c2ccc(Cl)cc2)c2cc(C(=O)NC3CC3)sc21
46	2%	0%	-1	-29	COc1ccc(N2CCN(C(=O)NC34CC5CC(CC(C5)C3)C4)CC2)cc1
47	-1%	-3%	6	?	Cc1ccc(SCC(=O)c2cc(C)c(OC(=S)N(C)C)c(C)c2)cc1
48	-9%	-6%	-6	37	Cc1ccc(S(=O)(=O)Nc2nc3ccccc3nc2N2CCc3ccccc3C2)cc1
49	1%	-2%	nt	nt	CC1OC(n2cc(F)c(=O)[nH]c2=O)C(O)C1O (centres undefined)
50	13%	4%	-1	16	CC(C)NC(=O)CSc1nnc(COc2ccccc2Cl)o1

# Overlap with the part before: two entries, then new ones.
entry	15-hLO-2 inh	12-hLO inh	IMPase cell inh	PNC inhibitor	Compound
49	1%	-2%	nt	nt	CC1OC(n2cc(F)c(=O)[nH]c2=O)C(O)C1O (centres undefined)
50	13%	4%	-1	16	CC(C)NC(=O)CSc1nnc(COc2ccccc2Cl)o1
51	nt	1%	-6	-13	O=C(Cn1ncc2ccccc21)N1CCN(c2cccc(C(F)(F)F)c2)CC1
52	-1%	-3%	nt	nt	CCOC(=O)C1(O)Oc2cc(OC)cc(OC)c2C(=O)C1c1ccccc1 (centres undefined)
53	-10%	-5%	6	25	Cc1ccccc1NC(=O)CSc1nc2ccccc2o1
54	nt	-5%	nt	-18	Cc1nc2ccccc2cc1C(=O)N/N=C/c1cccs1
55	nt	1%	nt	?	COc1ccc(NC(=O)c2[nH]c(C)c(C(C)=O)c2C)cc1S(=O)(=O)N1CCOCC1
56	5%	-3%	-8	-13	CC(=NCC1CCNCC1)C1=C(O)CC(C)(C)CC1=O
57	-1%	-2%	2	-23	O=C(Cn1nc(Cc2ccncc2)c2ccccc2c1=O)N1CCc2ccccc2C1
58	nt	4%	7	17	O=C(CSc1nnc(-c2ccc(F)cc2)c2ccccc12)Nc1ccccc1Cl
59	-9%	-8%	-8	25	Cc1cc(NS(=O)(=O)c2ccc(NC(=O)CCCOc3ccc(Cl)cc3)cc2)no1
60	?	-4%	10	?	CCOC(=O)c1sc(=S)sc1SCc1cccc(C(F)(F)F)c1
61	nt	1%	nt	28	Fc1cccc2sc(Nc3nc4cc5c(cc4s3)OCO5)nc12
62	-6%	1%	5	?	COc1ccccc1Cc1noc(C(C)(C)NC(=O)c2ccccc2)n1
63	22%	?	3	10	Cn1c(-c2ccc(F)cc2)cnc1NCc1ccc(F)cc1
64	nt	-5%	?	-24	O=C(c1ccc(Cl)c(S(=O)(=O)N2CCOCC2)c1)N1CCN(Cc2ccccc2)CC1
65	nt	2%	nt	137	CC1(C)CC(=O)C2=C(C1)c1c(ccc3ncccc13)NC2c1cccs1 (centres undefined)
66	40%[activator]	10%	1	-3	OCCNCCCOc1ccc(Cl)cc1Br
67	-30%&-13%	-16%&-4%	nt	23	O=C1OC(c2ccc(O)cc2)(c2ccc(O)cc2)c2ccccc21
68	24%	8%	-11	2	COc1ccc(C2C(C(C)=O)=C(O)C(=O)N2CCc2ccccc2)c(OC)c1 (centres undefined)
69	nt	-2%	nt	30	COc1ccc(/C=C(\NC(=O)c2cccs2)C(=O)Nc2cccc3ccccc23)cc1OC
70	nt	-4%	nt	75	CC(C)CC1(C(=O)NCc2cc(F)cc(C(F)(F)F)c2)C=CCN1C(=O)c1ccccc1 (centres undefined)
71	0%	-5%	3	-85*	Cc1ccc(CNc2oc(C)nc2C#N)cc1
72	nt	0%	nt	?	CCc1nc2ccccc2c(=O)n1NCCc1ccccc1
73	-2%	-1%	0	?	Cc1cc(-n2c(C)cc(C(=O)CN3C(=O)NC4(CCCCC4)C3=O)c2C)no1
74	-5%	7%	1	-5	C=CCNC(=S)NNC(=O)C(CCC(C)C)CC(C)(C)O (centres undefined)
75	-12%[11.4 µM]	-5%	8[1.84 µM]	41	Cc1ccc(CSc2nnc(CS(=O)Cc3ccc(Cl)cc3Cl)n2C)cc1 (centres undefined)

# Filtered by structure, the compounds so far containing a Cl atom.
entry	15-hLO-2 inh	12-hLO inh	IMPase cell inh	PNC inhibitor	Compound
12	12%	?	-20	-27	O=C1CC(NCc2ccncc2)C(=O)N1c1ccc(Cl)cc1 (centres undefined)
16	nt	-6%	9	19	COc1ccc(C(=O)O/N=C(\N)Cc2ccc(Cl)c(Cl)c2)cc1OC
34	12%	-3%	4	27	CC(c1cccnc1)N(CCN(C)C)C(=O)Nc1ccc(Cl)cc1 (centres undefined)
37	8%	-8%	-1	59	Nc1ncc(Br)cc1S(=O)(=O)NCCC(=O)Nc1cccc(Cl)c1
41	nt	-3%	nt	?	NC(=O)c1cccnc1Sc1ccc(Cl)cc1
44	-2%	-20%	0	-102*	O=C(Nc1ccccc1N1CCN(C(=O)c2ccc(Cl)cc2)CC1)c1ccc2c(c1)OCO2
45	4%	6%	4	-86*	Cn1nc(-c2ccc(Cl)cc2)c2cc(C(=O)NC3CC3)sc21
50	13%	4%	-1	16	CC(C)NC(=O)CSc1nnc(COc2ccccc2Cl)o1
58	nt	4%	7	17	O=C(CSc1nnc(-c2ccc(F)cc2)c2ccccc12)Nc1ccccc1Cl
59	-9%	-8%	-8	25	Cc1cc(NS(=O)(=O)c2ccc(NC(=O)CCCOc3ccc(Cl)cc3)cc2)no1
64	nt	-5%	?	-24	O=C(c1ccc(Cl)c(S(=O)(=O)N2CCOCC2)c1)N1CCN(Cc2ccccc2)CC1
66	40%[activator]	10%	1	-3	OCCNCCCOc1ccc(Cl)cc1Br
75	-12%[11.4 µM]	-5%	8[1.84 µM]	41	Cc1ccc(CSc2nnc(CS(=O)Cc3ccc(Cl)cc3Cl)n2C)cc1 (centres undefined)
